CHO-K1 Ca antag = nonselective inhibitor or artifact in parental CHO-K1 cells; ATP-induced calcium, Fluo-8 fluorescence; inhibition, % at 3 µM; hit rate 0.6% among 360,000; AID 602250;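 active = inhibition above a per-plate cutoff, the plate's mean sample inhibition plus 3 SD, cut at about 24% in these data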;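 also: 0% = DMSO plus EC80 ATP and 100% = DMSO alone without ATP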
CHO parental Ca = counter-screen for OX1R antagonists: effect in parental CHO cells; parental CHO-K1, ATP-induced calcium, Fluo-8 fluorescence; inhibition, % at 5.6 µM; hit rate 0.63% among 330,000;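 active = inhibition above that plate's mean sample inhibition plus 3 SD, cut at about 26% in these data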;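 also: 0% = ATP-challenged DMSO wells and 100% = DMSO wells without ATP; some compounds past the cut are filed as inactive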
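Material: Parental CHO cells | Reagent: ATP | Compound dosing: Single nominal dose of 5.6 µM per compound | Detection: Intracellular calcium via Fluo-8 no-wash fluorescent dye | Read-out: % inhibition of ATP-induced calcium mobilization | Benchmarks: Low control ATP plus DMSO, high control DMSO only | Replicates: Singlicate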
CHRM1 agonist = agonists of human M1 muscarinic receptor; CHO-K1 hM1, Fluo-8 calcium fluorescence, agonist mode; 0% DMSO, 100% acetylcholine EC100; activation, % at 3 µM; hit rate 0.33% among 360,000;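 active = activation above the run's mean compound activation plus 3 SD, cut at about 16% in these data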;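 also: peak over basal fluorescence ratio within a 140 s kinetic read after compound addition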
Target sequence (P11229 whole entry, looked up): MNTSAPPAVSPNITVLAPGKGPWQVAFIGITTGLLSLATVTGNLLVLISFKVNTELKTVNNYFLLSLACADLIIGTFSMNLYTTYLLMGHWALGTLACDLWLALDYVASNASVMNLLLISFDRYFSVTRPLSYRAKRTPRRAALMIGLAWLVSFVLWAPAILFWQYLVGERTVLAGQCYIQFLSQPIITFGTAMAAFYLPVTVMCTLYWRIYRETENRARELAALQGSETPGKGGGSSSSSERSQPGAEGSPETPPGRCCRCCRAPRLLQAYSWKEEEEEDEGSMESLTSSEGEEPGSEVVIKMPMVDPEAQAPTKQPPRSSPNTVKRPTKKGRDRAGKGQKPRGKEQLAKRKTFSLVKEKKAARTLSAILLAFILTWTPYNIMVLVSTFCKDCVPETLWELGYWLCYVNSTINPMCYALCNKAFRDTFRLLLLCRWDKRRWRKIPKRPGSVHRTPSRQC
TAAR1 antag = human TAAR1 antagonism. Q96RJ0. CHO RD-HGA16 TAAR1, Fluo-8 calcium fluorescence, antagonist. inhibition, % at 3 µM. hit rate 1.5% among 360,000. AID 624466;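 active = inhibition above a per-plate cutoff, the mean inhibition of test compounds on that plate plus 3 SD, cut at about 49% in these data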;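 also: 0% = DMSO plus EC80 beta-PEA response and 100% = DMSO alone without agonist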
Target sequence (Q96RJ0 whole entry, looked up): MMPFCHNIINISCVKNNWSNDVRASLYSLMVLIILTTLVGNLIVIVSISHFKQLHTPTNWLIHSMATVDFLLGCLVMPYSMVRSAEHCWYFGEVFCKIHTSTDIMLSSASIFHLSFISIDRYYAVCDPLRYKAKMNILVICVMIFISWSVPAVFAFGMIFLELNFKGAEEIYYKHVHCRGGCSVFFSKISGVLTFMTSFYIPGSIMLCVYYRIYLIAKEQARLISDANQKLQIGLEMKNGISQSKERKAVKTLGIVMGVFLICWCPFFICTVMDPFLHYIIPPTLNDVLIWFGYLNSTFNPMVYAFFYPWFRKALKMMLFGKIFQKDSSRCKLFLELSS
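Assay system: CHO-derived RD-HGA16 cells stably expressing human TAAR1 plus Gα16. Timing: 140 s kinetic read after compound, 140 s after agonist. Technique: kinetic Fluo-8 calcium fluorescence measurement. Measure: % inhibition of agonist calcium response.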
CHO-K1 Ca ag = M1 agonist counterscreen hit in parental CHO-K1 cells | Fluo-8 calcium fluorescence; scaled to maximal ATP response, vehicle zero | hit rate 0.48% among 360,000 | activation, % at 3 µM; in the data active = activation above about 15%;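 also: untransfected CHO-K1 host cells lacking M1 receptor as counterscreen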
TAAR1 ag = agonists of human TAAR1; Q96RJ0; CHO RD-HGA16 TAAR1, Fluo-8 calcium fluorescence; vehicle wells 0%, saturating PEA agonist 100%; activation, % at 3 µM; hit rate 0.99% among 360,000; AID 624467;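 active = activation above the mean activation of all test compounds in the run plus 3 SD, cut at about 38% in these data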
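Repeats: no replicates (n 1) | Material: CHO-derived RD-HGA16 cells with stable Gα16 and human TAAR1 | Technique: Kinetic Fluo-8 calcium fluorescence | Schedule: 17-24 h seeding, 75 min 37 °C dye, 30 min RT | Evaluation: % activation from peak over basal fluorescence ratio, DMSO-to-PEA scaled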
M1 PAM parental = nonselective activator or artifact in parental CHO-K1 calcium assay; hit rate 0.02% among 360,000; ATP EC20, Fluo-8 calcium fluorescence; 0% at ATP EC20, 100% at ATP max; activation, % at 3 µM;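 active = activation above the run cutoff, the mean activation of all test compounds plus 3 SD, cut at about 40% in these data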;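 also: peak over basal fluorescence ratio in a 140 s read after ATP addition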
CHRM1 antagonist = antagonists of human M1 muscarinic receptor; P11229; CHO-K1 hM1, Fluo-8 calcium fluorescence, ACh EC80 antagonist; inhibition, % at 3 µM; hit rate 1.3% among 360,000;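 active = percent inhibition above its own plate's cutoff, namely the mean of that plate's compound wells plus 3 SD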;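 also: peak over basal fluorescence ratio during 140 s after agonist addition; 0% = ACh EC80 plus DMSO and 100% = DMSO alone without agonist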
CHRM1 PAM = potentiates human M1 receptor response to acetylcholine; P11229; CHO-K1 hM1, Fluo-8 calcium fluorescence, ACh EC20; 0% = ACh EC20, 100% = maximal ACh; activation, % at 3 µM; hit rate 0.088% among 360,000; AID 588819; in the data active = activation above about 19%, passing the limit was not always enough
Numbers without * were called inactive; x = not tested or not shown.

SMILES	CHO-K1 Ca antag	CHO parental Ca	CHRM1 agonist	TAAR1 antag	CHO-K1 Ca ag	TAAR1 ag	M1 PAM parental	CHRM1 antagonist	CHRM1 PAM
O=C(CSc1nc2ccccc2s1)CSc1nc2ccccc2s1	-19	-11	-3	15	1.2	0	13	4	-2
CCCNC(=O)C1CC(c2ccccc2[N+](=O)[O-])=NO1 (stereo not given)	-11	-16	-2	-1	0.0	11	-5	-6	4
COc1cc(-c2nnc(SCC(=O)c3ccc(C)cc3)o2)cc(OC)c1OC	-18	-33	-2	54*	3.8	4	13	-26	-3
CCN(CC)c1nc(-c2ccc(C(=O)NN)cc2)nc(-c2ccc(C(=O)NN)cc2)n1	-6	x	-2	-13	-0.9	0	-3	-7	8
COc1cccc(NC(=O)Cc2nnc(SCC(=O)NC3CCCCC3)n2C)c1	-5	-5	-3	-12	-0.2	8	-3	9	1
CCOC(=O)c1c(C=O)c2ccccc2n1CC	-2	-11	-5	8	-0.2	2	-9	0	6
Cc1ccc(SCCNCc2ccco2)cc1	19	-20	0	-9	-0.5	3	-22	-1	8
O=C(Nc1cccc(Cl)c1)Nc1nnc(-c2ccccc2)o1	1	-18	-2	12	0.4	3	8	-3	8
Cn1c(N)nc2ccccc2c1=O	0	-2	-1	0	-0.1	6	-2	-5	11
CCOC(=O)C1=C[C@@H](C2CCCCC2)N(S(=O)(=O)c2ccc([N+](=O)[O-])cc2)[C@H]1c1ccccc1	27*	x	-1	-11	0.8	1	4	22	-8
CSc1cccc(N2CC(C(=O)N(Cc3nnc(-c4ccccc4Cl)o3)C3CC3)CC2=O)c1 (stereo not given)	-10	-10	-3	25	4.2	8	-1	-5	6
CCNS(=O)(=O)c1ccc(NC(=S)NCC2CCCO2)cc1 (stereo not given)	-11	-8	-7	13	1.2	4	10	-1	8
NC(=O)C1=C[C@H](c2ccccc2)C[C@H](OCc2ccc(CO)cc2)O1	3	-10	-2	3	-0.1	1	-10	-6	-2
Cc1cc(Br)ccc1NC(=O)CNC(=O)CSc1n[nH]c(N)n1	-8	-5	-2	-13	0.5	4	11	-10	6
CC(C)OCCCNC(=O)c1c(N)n(/N=C/c2cccs2)c2nc3ccccc3nc12	7	-12	-4	-13	-0.6	4	9	0	9
COc1ccc(CC2(CO)CCN(Cc3nc(C(C)C)cs3)CC2)cc1	2	-30	-12	-23	0.4	7	13	-10	2
CCOC(=O)c1c(S(=O)(=O)N2CCCC2)c(C)n(C)c1C	-2	-3	11	-17	-0.1	3	-3	-1	18
O=C(Nc1ccccc1C(=O)N1CCCCC1)c1cc(F)c(F)cc1Cl	13	-21	1	-15	0.1	0	-9	-2	12
CCc1nc(N[C@H](C(=O)O)C(C)CC)c2oc3ccccc3c2n1 (stereo not given in full)	-4	-20	-2	10	1.2	4	13	-14	12
Cc1ccc(-c2noc(-c3cc(C(C)(C)C)nn3Cc3ccccc3)n2)cc1	-3	-6	-4	-5	0.3	-1	9	-11	6
CCN(CC)S(=O)(=O)c1ccc(NS(=O)(=O)c2cccs2)cc1	7	1	-9	1	10	5	12	1	3
Cc1ccc(Br)c(NS(=O)(=O)c2cccc(C(=O)N3CCNC(=O)C3)c2)c1	-13	-9	-3	-10	1.5	13	11	-5	6
O=c1[nH]cnc2ncc(-c3ccc(O)cc3)nc12	1	-9	-3	-17	0.1	4	-9	-14	9
COc1ccc(C(=O)NCCS(=O)(=O)NCc2ccc(F)cc2)cc1	1	-22	-3	4	-0.3	-1	-10	-4	5
O=C(NC1CCCN(Cc2ccc(Cl)cc2)C1)c1ccccc1-c1ncc[nH]1 (stereo not given)	-10	x	-4	-13	-0.4	2	-3	-3	0
COc1ccc(NS(=O)(=O)c2cc(NC(=O)c3ccc(C)s3)ccc2N2CCOCC2)cc1	-16	-13	-3	-21	1.3	2	20	-13	15
C=CCNC(=O)CC1C(=O)NCCN1Cc1c(F)cccc1Cl (stereo not given)	-10	-2	-5	4	0.0	1	-1	-5	2
Cc1ccsc1C(=O)NNC(=O)COc1ccccc1Cl	31*	-3	-3	-34	-0.1	2	-31	-4	6
COc1ccc(S(=O)(=O)NCCC(=O)OCC(=O)c2ccc[nH]2)cc1[N+](=O)[O-]	2	-11	-2	-3	0.9	1	9	-8	7
COc1cc(/C=N/NC(N)=O)cc(Br)c1OCc1ccccc1C	-1	-13	-3	-16	0.4	1	6	-9	10

The last 3 records of the section before come first, to join the parts:
SMILES	CHO-K1 Ca antag	CHO parental Ca	CHRM1 agonist	TAAR1 antag	CHO-K1 Ca ag	TAAR1 ag	M1 PAM parental	CHRM1 antagonist	CHRM1 PAM
Cc1ccsc1C(=O)NNC(=O)COc1ccccc1Cl	31*	-3	-3	-34	-0.1	2	-31	-4	6
COc1ccc(S(=O)(=O)NCCC(=O)OCC(=O)c2ccc[nH]2)cc1[N+](=O)[O-]	2	-11	-2	-3	0.9	1	9	-8	7
COc1cc(/C=N/NC(N)=O)cc(Br)c1OCc1ccccc1C	-1	-13	-3	-16	0.4	1	6	-9	10
CCOC(=O)[C@]12CCC=C1N(Cc1ccc3c(c1)OCO3)C(=O)[C@H](CC(=O)NCc1cccc(C(F)(F)F)c1)C2	-19	x	x	-3	0.3	3	18	x	x
CC(O)CCC(=O)NNC(=S)Nc1ccccc1 (stereo not given)	-5	9	-1	7	0.3	3	0	13	-2
Cc1ccc(S(=O)(=O)N2CCCC(C(=O)Nc3ccc(C(=O)O)cc3)C2)cc1Cl (stereo not given)	9	-5	-8	-14	-0.3	2	14	-3	7
CCC(C)(C)C1CCC2(CC1)NC(=O)N(CC(=O)N(C)Cc1ccc(OC(F)F)cc1)C2=O (stereo not given)	-10	-31	0	8	0.0	-1	8	0	1
COC(=O)Cc1csc(Nc2ccc(Cl)cc2)n1	-14	-2	-9	15	2.1	0	24	-6	6
C=CCNS(=O)(=O)c1cccc2cc(C(=O)O)c(O)cc12	1	-8	-1	-6	-0.1	12	4	-4	2
O=C(NNS(=O)(=O)c1ccccc1)c1cccc([N+](=O)[O-])c1	1	-3	-8	6	4.8	0	6	2	1
Cc1ccc([N+](=O)[O-])cc1-c1ccc(/C=N\n2nnnc2N)o1	6	-3	-8	6	0.0	6	5	1	0
COc1ccc(C)cc1-n1c(SCC(=O)Nc2cccc(C(=O)O)c2)nc2ccccc2c1=O	-13	-12	-4	-43	0.1	0	14	-7	6
O=C(CCn1cnnn1)Nc1ccccc1F	-9	-2	-6	-34	-0.1	4	8	-2	3
COc1ccccc1S(=O)(=O)Cc1ccc(C(=O)N2CCCC2)o1	-2	-3	0	-10	0.1	2	14	-15	7
O=C1CCC(=O)N1c1ccc(NCCc2cccc(F)c2)c([N+](=O)[O-])c1	-7	-6	-2	-32	1.3	1	2	-16	10
CCOc1cc(C(=O)Nc2ccncc2)cc(OCC)c1OCC	-7	-12	-10	-4	1.2	2	0	-3	10
Cc1c(N=CN2CCOCC2)c(=O)n(C)c(=O)n1C	1	-1	0	-15	17*	9	3	-7	6
Cc1noc(C)c1C(=O)N1CCN(C(=O)c2sc3cc(Cl)ccc3c2Cl)CC1	-3	-10	-4	6	2.5	4	8	-15	6
COc1cccc(CNC(=O)CN(c2cc(C)cc(C)c2)S(=O)(=O)c2c(C)noc2C)c1	-8	-25	-5	-1	1.8	2	21	-9	5
CC1CC(C)CN(c2ccc(NS(=O)(=O)c3ccccc3)cc2C(=O)O)C1 (stereo not given)	-8	-11	-5	-28	1.1	3	7	-13	6
CCc1ccc(C(=O)N/N=C(\C)c2ccncc2)s1	-18	0	-1	-25	1.2	2	9	-9	7
CN(C(=O)CSC(=O)c1ccccc1)c1ccccc1	5	-5	-3	-5	0.2	2	8	-2	5
Cc1ccc(C)c(NC(=O)CSc2nc(C)cc(C)c2C#N)c1	-5	-12	-4	14	0.5	2	16	3	-1
CCC(=O)c1ccc(N2CCC(C)CC2)c(F)c1	-6	-9	-6	-28	2.0	-1	4	10	-4
COc1cccc(-c2cnc(C(O)c3ccc(CN4CCCC4)cc3)[nH]2)c1 (stereo not given)	-7	x	-8	-10	0.0	1	1	-12	10
Cc1cc(C)c2c(=O)c(C#N)coc2c1	-6	-8	-4	-4	0.8	0	12	-11	7
Cc1nc(-c2ccccc2)sc1-c1ccn[nH]1	-11	-5	0	-3	1.4	0	12	-1	5
O=C([C@@H]1CC=C[C@@H]2CCN(C3CC3)C(=O)[C@@H]21)N1CCN(c2ccccc2)CC1	-6	-2	-7	4	-0.4	19	-8	0	10
Cc1cccc2[nH]c3c(=O)n(CCN4CCNCC4)cnc3c12	0	-7	-5	-1	-0.2	1	5	-15	4
CN(C)c1nn(C(=O)Nc2cccc(C(F)(F)F)c2)cc1-c1ccccc1	18	16	1	6	7.5	17	8	9	-1
COc1ccc(OCC(=O)NC2CCSc3ccccc32)cc1 (stereo not given)	-9	1	-4	2	0.1	-1	2	-7	1
O=C(NCC1CCCO1)c1ccc(CNS(=O)(=O)c2cccc(Cl)c2)cc1 (stereo not given)	-6	-13	-10	8	2.2	0	22	-5	13
CC(/C=N\NC(=O)c1ccc(C)nc1)=C\c1ccccc1	5	-10	-2	-1	14	12	17	3	3

Sorted by value in CHRM1 agonist (high to low): three of the compounds above
structure | CHRM1 agonist
CN(C)c1nn(C(=O)Nc2cccc(C(F)(F)F)c2)cc1-c1ccccc1 | 1
COc1cccc(CNC(=O)CN(c2cc(C)cc(C)c2)S(=O)(=O)c2c(C)noc2C)c1 | -5
CCC(=O)c1ccc(N2CCC(C)CC2)c(F)c1 | -6

More structures.
SMILES	CHO-K1 Ca antag	CHO parental Ca	CHRM1 agonist	TAAR1 antag	CHO-K1 Ca ag	TAAR1 ag	M1 PAM parental	CHRM1 antagonist	CHRM1 PAM
CC#CC(=O)N1CCC(Oc2cccc(C(=O)NCc3ccccn3)c2)CC1	-4	-15	-1	2	1.2	0	-2	3	1
Cc1ccc(OCCC(=O)OCC(=O)NCCc2ccc(Cl)cc2)cc1	-4	-6	-2	-6	8.2	1	12	-11	7
COc1ccc(C(=O)Cn2nnc(-c3ccccc3NC(=O)C3CCCCC3)n2)cc1	-8	-19	-3	-1	0.1	5	0	-15	-2
CCCCS(=O)(=O)N1C2=NC(C(=O)OC)=C(C(=O)OC)[C@@H]3N(C)c4ccc(OC)cc4[C@]23C[C@H]1C(=O)OC	-2	-19	0	x	0.1	x	7	-4	3
CCOC(=O)C1=C(c2ccccc2)Nc2ncnn2C1c1ccc(O)cc1 (stereo not given)	12	-11	0	-10	0.3	3	3	-11	10
Cc1ccc(S(=O)(=O)N(C)C[C@@H]2OCc3cnnn3CCCC(=O)N([C@H](C)CO)C[C@@H]2C)cc1	3	x	-5	1	2.3	0	9	-13	8
Cc1ccc(S(=O)(=O)Nc2ccc(Nc3ccccc3)cc2)cc1	8	-2	-1	4	0.5	3	-8	-6	4
O=C(NCCc1ccncc1)c1ccccc1F	-4	1	-6	22	0.3	4	9	-10	8
COc1ccc2nc(NC(=O)CCc3nc(-c4ccccc4F)no3)sc2c1	-17	x	-4	-19	1.1	3	20	-10	4
O=C(OCc1ccc(F)cc1)c1ccc2ccccc2n1	5	-25	-6	-7	0.7	22	-1	4	3
CC(C)c1ccc(S(=O)(=O)NCc2ccc3c(c2)OCO3)cc1	-3	1	2	25	2.8	0	11	-13	7
